Source: PubChem BioAssay
LDHA inh: LDHA (human) enzyme inhibition; 480,000 tested, 0.15% active; AID 1347041; purified LDHA, NADH/diaphorase-resazurin fluorescence; active compounds read low; activity change, % (values are at about 110 or 230 µM); P00338; in the data active means activity change below about -30%;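 further: plate controls were DMSO wells for no effect and wells without enzyme for full effect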
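Human LDH5 (2 nM) was incubated with 0.06 mM NADH and 0.2 mM pyruvate for 5 min at room temperature in Tris pH 7.4. Remaining NADH was coupled through diaphorase/resazurin, and resorufin fluorescence was read at 0 and 20 min.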
RXFP1 ag: agonists of human relaxin receptor RXFP1; Q9HBX9; HEK293T-RXFP1 cAMP TR-FRET, 30 min; response scale: percent of porcine relaxin response, buffer zero; Potency, µM (doses to about 57.5 µM), for inactives: at the highest dose activation, actives largely listed as activators; 370,000 tested, 0.3% active; further: potency means the concentration at half of the fitted maximal effect; on the % scale 0 is the no-effect control and ±100 the full control effect; nearly all actives have a fitted effect of over 60% in size; many of its hits are not listed in these tables
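HEK293T cells stably expressing RXFP1 were pretreated with the PDE4 inhibitor Ro 20174, exposed to compounds for 30 min at 37C, lysed, and cAMP was read by TR-FRET. Data normalized to buffer (basal) and 29 nM porcine relaxin (100%).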
Vif-APOBEC3G blk: Vif-A3G binding inhibition; 410,000 tested, 0.076% active; Q9HC16; HeLa A3G-eYFP + Vif (tagged APOBEC3G with the HIV-1 protein that degrades it), YFP fluorescence, overnight; AID 602310; Potency, µM (top dose mostly 46.1 µM), inactives show top-dose activity, negative = active, usual class: inhibitors;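 further: potency means the concentration at half of the fitted maximal effect; on the % scale 0 is the no-effect control and ±100 the full control effect; nearly all actives have a fitted effect of over 60% in size; hits raise eYFP signal because A3G escapes Vif-driven loss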
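HeLa cells stably expressing Vif and C-terminally eYFP-tagged A3G, seeded overnight at 37 deg C, then exposed to compound by pintool overnight at 37 deg C. Rise in yellow fluorescence (Ex 488/Em 500-530, Acumen) marks blocked Vif-driven A3G degradation.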
Glioma ERSR ind: inducers of ER stress response in human glioma cells; AID 602332; Potency, µM, inactives show at the top dose activation, actives largely listed as activators; U87-MG GRP78 promoter luciferase reporter, 16 h; 420,000 tested, 0.02% active; further: potency means the concentration at half of the fitted maximal effect; series mostly up to about 76 µM; % of control where 0% means no effect; nearly all actives have a fitted effect of over 35% in size
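ERSR induction read as luciferase luminescence (Bright-Glo, 10 min at room temperature) in stably transfected human U87-MG glioma cells exposed to compounds for 16 h, using GRP78 as sensor.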
D1 agonist: activates the human D1 dopamine receptor. P21728. HEK293 T-REx D1 cells, calcium flux, agonist mode. activation, % at 2 µM. 360,000 tested, 1% active. AID 504660; in the data active means activation above about 30%; further: 0% is about no effect
Target sequence (P21728 whole entry, looked up): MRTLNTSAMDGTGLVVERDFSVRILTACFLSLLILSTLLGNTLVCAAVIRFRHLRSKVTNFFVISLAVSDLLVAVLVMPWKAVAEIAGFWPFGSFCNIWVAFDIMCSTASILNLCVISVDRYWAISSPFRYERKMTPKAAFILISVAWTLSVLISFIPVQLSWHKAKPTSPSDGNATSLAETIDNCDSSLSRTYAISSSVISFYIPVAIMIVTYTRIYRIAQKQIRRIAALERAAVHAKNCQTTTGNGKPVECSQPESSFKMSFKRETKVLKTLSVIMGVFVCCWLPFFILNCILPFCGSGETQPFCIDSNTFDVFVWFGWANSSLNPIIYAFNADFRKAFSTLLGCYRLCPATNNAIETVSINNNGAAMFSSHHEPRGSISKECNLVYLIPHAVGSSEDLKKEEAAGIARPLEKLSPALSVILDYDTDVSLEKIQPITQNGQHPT
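Inducible HEK293 T-REx D1 cells, force-coupled to calcium signalling, were plated at 4000 cells/well with tetracycline and held overnight at 30 C. After no-wash calcium dye loading, compound-evoked calcium rise over 180 s flagged agonists.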
Vif-APOBEC3F blk: blocks the Vif interaction with APOBEC3F; HeLa A3F-eYFP + Vif (tagged APOBEC3F with the HIV-1 protein that degrades it), YFP fluorescence increase; Potency, µM (highest dose often 46.1 µM), without a hit: top-dose activity, negative = active; 390,000 tested, 0.2% active; further: potency means the concentration at half of the fitted maximal effect; % of control where 0% means no effect; nearly all actives have a fitted effect of over 65% in size
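HeLa cells stably expressing Vif plus C-terminally eYFP-tagged A3F were seeded, incubated overnight at 37 deg C, dosed with compound, incubated overnight again at 37 deg C. Yellow fluorescence (Ex 488/Em 500-530) reported blocked Vif-mediated A3F-eYFP degradation.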
D1 PAM: potentiators of human D1 dopamine receptor. AID 504651. HEK293 TREx D1 cells, calcium flux, dopamine EC20 potentiation. 360,000 tested, 0.036% active. potentiation, % at 10 µM; in the data active means potentiation above about 30%; further: 0% is about no effect
D1 antagonist: blocks dopamine activation of the human D1 receptor. AID 504652. P21728. 360,000 tested, 3.2% active. HEK293 TREx D1 cells, calcium flux, dopamine EC80; active compounds read low. activity change, negative = inhibition, % at 10 µM; in the data active means activity change below about -30%; further: on the % scale 0 is the no-effect control and ±100 the full control effect
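Using tetracycline-induced force-coupled D1 Hek293 cells and a calcium dye, signals were followed for 180 s after compound, then for 180 s after EC80 dopamine, to detect inhibitors.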
D2 potentiator: positive allosteric modulators of human D2 dopamine receptor | 340,000 tested, 0.34% active | P14416 | potentiation, % at 10 µM | HEK293 T-REx D2, calcium flux, EC20 dopamine potentiation;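 active means potentiation over 3 SD above the plate norm, cut at about 30% in these data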; further: 0% is about no effect
Target sequence (P14416 whole entry, looked up): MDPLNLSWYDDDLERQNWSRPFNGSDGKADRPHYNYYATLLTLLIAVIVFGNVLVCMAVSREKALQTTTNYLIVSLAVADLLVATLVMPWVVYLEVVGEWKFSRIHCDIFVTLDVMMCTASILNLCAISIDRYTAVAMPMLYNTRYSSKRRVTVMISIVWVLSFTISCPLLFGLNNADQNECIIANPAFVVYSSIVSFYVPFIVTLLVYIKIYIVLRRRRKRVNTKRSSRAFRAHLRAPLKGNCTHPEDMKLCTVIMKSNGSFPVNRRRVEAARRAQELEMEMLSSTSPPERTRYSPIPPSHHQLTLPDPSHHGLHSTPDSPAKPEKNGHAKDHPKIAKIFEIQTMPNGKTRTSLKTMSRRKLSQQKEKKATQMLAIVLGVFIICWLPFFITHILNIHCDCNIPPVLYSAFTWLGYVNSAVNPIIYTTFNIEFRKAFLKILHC
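Primary screen. Calcium kinetics in induced HEK293 T-REx D2 cells: compound pre-addition 180 s, EC20 dopamine, 180 s more.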
An asterisk follows results filed as active; · = no result given; & = joins results of further samples. Unless noted, the call rests on the fitted dose curve; in most records, active means well fitted curve in the direction sought with a large enough effect; inconclusive means small, poorly fitted or top-dose-only effect, or another doubt; inactive means no such curve, though single readings can be large; an effect the other way counts as inactive or inconclusive. The list is partial (hit frequency here may not be typical).

SMILES | LDHA inh | RXFP1 ag | Vif-APOBEC3G blk | Glioma ERSR ind | D1 agonist | Vif-APOBEC3F blk | D1 PAM | D1 antagonist | D2 potentiator
CC1(C)CC(O)C(C(O)c2cccc([N+](=O)[O-])c2)C(C)(C)N1 (stereo not given) | -2.5 | 7.0% | -0.9% | -2.3% | 0.7 | 2.7% | -9.3 | -16.6 | 0.6
Cc1cccc(N2CCN(C(=O)C3CCC(CNS(=O)(=O)c4ccc(Br)s4)CC3)CC2)c1C (stereo not given) | 0.0 | 0.5% | 1.1% | -3.4% | 2.7 | 3.1% | 2.6 | -8.1 | 21.4
O=[N+]([O-])c1ccc2[nH]c(O)c(N=Nc3ccc(F)cc3)c2c1 | 2.9 | -1.7% | 0.4% | -2.2% | 2.9 | -31.6% | -3.2 | 19.6 | ·
COc1ccccc1-c1nn2c(=O)cc(C)nc2s1 | -15.6 | 1.9% | -3.6% | -5.2% | -2.8 | 6.7% | 3.4 | -1.5 | 0.9
Cc1ccccc1NC(=O)Cc1nc(COC(=O)COc2ccccc2C(C)C)cs1 | -2.1 | -1.1% | 4.4% | -4.0% | 7.5 | -0.6% | 2.3 | -2.8 | 5.0
Cc1sc2nc(SCC(=O)Nc3ccc(S(=O)(=O)NCCCC(=O)O)cc3)[nH]c(=O)c2c1C | 0.6 | 0.2% | -0.1% | -3.8% | 2.6 | 9.8% | -1.9 | -18.5 | 12.8
COc1ccc(-c2csc(NC(=S)NC(=O)/C=C/c3ccccc3)n2)cc1Br | 0.0 | 0.1% | -6.0% | -1.5% | 1.2 | 3.8% | -0.8 | -0.4 | -2.6
Cc1cc2c(cc1S(=O)(=O)CCC(=O)Nc1ccc(OC(F)(F)F)cc1)OCC(=O)N2 | -10.6 | -0.4% | 1.1% | -1.6% | 6.9 | -2.6% | -3.4 | -1.0 | -8.3
O=C1CSC(c2ccc(F)cc2)N1c1nnc(C23CC4CC(CC(C4)C2)C3)s1 (stereo not given) | · | 1.2% | · | · | 3.4 | · | 3.4 | -9.4 | -7.4
N=c1c2c(-c3ccccc3)c(-c3ccccc3)oc2ncn1Cc1ccco1 | -1.5 | -2.0% | 0.3% | -5.6% | 1.8 | 5.3% | -0.2 | 1.2 | 5.1
O=C(CCC(=O)N1CCCC1)Nc1ccc(Cl)c(Cl)c1 | -3.1 | 1.4% | 2.2% | -3.2% | -0.3 | -2.0% | -0.9 | -32.8* | -8.9
CC(C)C(=O)Nc1nc2c(ncn2C2CC(O)C(CO)O2)c(=O)[nH]1 (stereo not given) | -11.4 | 0.0% | 1.8% | -5.1% | -0.3 | -6.9% | 5.7 | -3.7 | -6.3
O=C1CN(C(=O)COC(=O)Cc2ccsc2)c2ccccc2N1 | 1.0 | 0.5% | 0.0% | -4.1% | 1.1 | 2.8% | 1.2 | 0.7 | -4.5
OCCc1c[nH]c2ccc(OCc3ccccc3)cc12 | 1.8 | 1.1% | -5.9% | -1.4% | 3.9 | -7.3% | -1.1 | -14.7 | 2.5
Cn1c(CN2CCN(S(C)(=O)=O)CC2)nc2cc([N+](=O)[O-])ccc21 | 1.2 | 3.8% | 2.7% | -1.8% | 1.7 | -4.2% | -0.3 | 4.3 | 6.3
Cc1ccc(C)c(C(=O)COC(=O)CCCC(=O)Nc2cc(C(F)(F)F)ccc2Cl)c1 | -2.8&-4.0 | 0.2%&1.3% | -0.5%&-0.3% | -2.7%&-0.6% | 29.9&13.7 | 0.7%&-0.5% | 3.8&-4.4 | -0.2&14.3 | -18.5&-8.9
C[C@H](NS(=O)(=O)c1ccc(Cl)cc1)C(=O)OCC(=O)c1ccc[nH]1 | -4.6 | 0.0% | 2.1% | -3.6% | 4.6 | 0.2% | -0.7 | -0.9 | ·
COc1ccccc1NC(=O)N(Cc1ccco1)C1CCN(C(C)=O)CC1 | 2.1 | -0.6% | 1.3% | -1.9% | -0.2 | -0.3% | -7.5 | -20.0 | 23.9
Cc1ccc(S(=O)(=O)N(CCC#N)CCN2CCCC2)cc1 | -12.2 | 2.4% | -1.9% | -1.1% | 0.3 | 6.6% | -1.2 | 1.8 | -1.4
CN(C)S(=O)(=O)c1ccc(C(=O)NN2C(=O)NC3(CCCCC3)C2=O)cc1 | -1.1 | 0.3% | 0.6% | -7.3% | 0.5 | -2.1% | -3.5 | 0.8 | 7.0
CC1=C(C(=O)Nc2ccc(Cl)cc2)C(c2cccs2)n2nc(SCc3cccc(Cl)c3)nc2N1 (stereo not given) | -11.8 | 0.2% | 1.0% | -1.3% | 5.3 | -7.5% | -2.0 | 3.9 | 4.6
COC(=O)CSc1nnc(CNS(=O)(=O)c2ccc(Br)cc2)n1C | -3.4 | 3.3% | -0.5% | -2.9% | 2.7 | 2.2% | -0.8 | 8.4 | 10.2
N#C/C(=C1\CCCN1)c1nc(-c2ccccc2)cs1 | -6.6 | 2.4% | -1.9% | 3.7% | 2.7 | -3.3% | -6.2 | -23.9 | 3.0
O=C(Nc1ccc2oc(-c3cccnc3)nc2c1)c1ccc(Br)o1 | 3.7 | 9.7% | -0.2% | 3.8% | 0.6 | -17.5% | -0.5 | 14.1 | -6.4
CCOC(=O)c1c(C)[nH]c(C=Nc2ccc(OC)cc2)c1O | 0.8 | -4.0% | 0.4% | 1.3% | 0.0 | -17.6% | -0.8 | 5.2 | -3.1
CCCCn1c(N)c(N(CC)C(=O)c2ccc(Cl)c([N+](=O)[O-])c2)c(=O)[nH]c1=O | -4.2 | -0.5% | 0.2% | 3.5% | 4.0 | -0.8% | -3.4 | 1.0 | -1.4
COc1ccc(-n2c(SCC(=O)NCc3ccc(C)cc3)nc3n[nH]c(C)c3c2=N)cc1 | -14.8 | 8.4% | -2.5% | -5.3% | 1.8 | -0.2% | -3.8 | 6.0 | -1.6
CCOc1ccc2c(c1)nc(NCCCO)n2Cc1ccccc1 | -0.6 | 2.3% | 0.6% | -2.3% | 1.1 | -4.1% | -1.0 | -5.2 | 1.9
CCc1cccc(C)c1NC(=S)N(Cc1cccnc1)Cc1ccco1 | 1.7 | -0.6% | 0.4% | -0.7% | 2.6 | 0.3% | -10.2 | 10.1 | ·
Cc1cc(OC(=O)c2ccccc2)c([N+](=O)[O-])c(=O)[nH]1 | 2.4 | 0.2% | 0.3% | -3.4% | -2.4 | -0.1% | 5.0 | -8.5 | -3.7
Cc1ccc(S(=O)(=O)N2C[C@H]3[C@H]4C(=O)N(c5ccccc5)C(=O)[C@H]4C[C@H](OC(=O)NCC4CCCCC4)[C@@]3(O)C2)cc1 | -12.0 | · | 3.9% | -4.4% | · | -5.7% | · | · | ·
Cc1ccc(CN2CCN(Cc3c(C)nn(C(C)C)c3C)CC2CCO)o1 (stereo not given) | -2.4 | -2.1% | -0.8% | -1.4% | 1.4 | -0.5% | -2.4 | -12.3 | -7.0
Cc1cccc(C2(c3cccc(C)c3)CC2C(=O)Nc2ccc([N+](=O)[O-])cc2O)c1 (stereo not given) | -1.4 | 1.3% | -7.6% | -8.0% | 12.1 | -1.0% | -5.2 | -33.3* | 2.4
COc1cc(-c2nnc(SCCOc3ccccc3)o2)cc(OC)c1OC | -0.4 | 1.1% | -4.4% | -2.6% | 0.0 | 1.8% | -2.3 | -9.7 | -0.9
COc1ccc(CNC(=O)C2CCN(S(=O)(=O)c3cccc(C(F)(F)F)c3)CC2)cc1 | -5.7 | 0.3% | 0.0% | -1.8% | 4.1 | 5.7% | 1.6 | 1.7 | -5.8
Cc1cccc(Cn2c(=O)n(-c3ccccc3C)c(=O)c3c2c2cc(C)ccc2n3C)c1 | 0.8 | 10.2% | -11.9% | -2.3% | -1.2 | -3.3% | -0.7 | -0.9 | -5.1
CCCn1c(CCC(=O)O)ccc1-c1ccc(OC)cc1 | 2.3 | 2.1% | -9.5% | -2.4% | 1.1 | -0.1% | -8.9 | -19.3 | 3.2
CCc1ccc(NC(=O)c2sc3nc4n(c(=O)c3c2C)CCC4)cc1 | -1.7 | 3.4% | 2.8% | 4.2% | 7.2 | -0.7% | 1.8 | -3.4 | -0.4
C[C@H](CO)N1C[C@H](C)[C@@H](CN(C)S(=O)(=O)c2cn(C)cn2)Oc2ccc(NC(=O)C3CC3)cc2C1=O | -0.6 | · | -0.7% | -1.1% | · | 4.3% | · | · | ·
COCCN(C(=O)Cn1c(C(F)(F)F)nc2ccccc21)c1c(N)n(Cc2ccccc2)c(=O)[nH]c1=O | -1.7 | 0.9% | -1.3% | 0.8% | 0.2 | 4.6% | -2.2 | 16.2 | -5.0

Ordered by the number under D1 PAM (lowest first): some entries from above
structure	LDHA inh	Glioma ERSR ind	D1 agonist	D1 PAM	D1 antagonist	D2 potentiator
Cc1ccc(CN2CCN(Cc3c(C)nn(C(C)C)c3C)CC2CCO)o1 (stereo not given)	-2.4	-1.4%	1.4	-2.4	-12.3	-7.0
COc1cc(-c2nnc(SCCOc3ccccc3)o2)cc(OC)c1OC	-0.4	-2.6%	0.0	-2.3	-9.7	-0.9
COC(=O)CSc1nnc(CNS(=O)(=O)c2ccc(Br)cc2)n1C	-3.4	-2.9%	2.7	-0.8	8.4	10.2

(listing goes on)
SMILES | LDHA inh | RXFP1 ag | Vif-APOBEC3G blk | Glioma ERSR ind | D1 agonist | Vif-APOBEC3F blk | D1 PAM | D1 antagonist | D2 potentiator
Cc1ccc(NC(=O)C2CCCN2c2nn3c(=O)cc(C)nc3s2)cc1 (stereo not given) | 3.0 | 22.8% | -6.0% | -3.3% | 1.8 | 5.5% | -12.4 | -8.1 | ·
O=C(O)Cn1nnnc1SCC(=O)Nc1ccccc1F | 1.0 | 2.5% | -0.1% | -2.2% | 2.0 | 7.1% | -8.4 | 1.4 | -6.0
O=C1C(=O)N(CC2CCCO2)C(c2ccco2)/C1=C(/O)c1ccc(F)cc1 (stereo not given) | 0.8 | 2.4% | 0.8% | -1.3% | 1.7 | 2.3% | -6.5 | 2.4 | -1.6
Cc1cccc(OC(C)C(=O)Nc2ccc(S(=O)(=O)N3CCCC3)cc2)c1 (stereo not given) | 1.8 | -1.8% | 4.1% | 0.9% | 3.3 | 2.8% | -9.6 | 9.9 | -1.5
O=C(COC(=O)COc1ccc(Cl)cc1Br)NC1CC1 | -6.7 | · | 6.4% | -1.6% | · | 3.5% | · | · | ·
